Tb MetRS inh: T. brucei MetRS inhibitors, primary screen, biochemical, luminescence; purified T. brucei MetRS, ATP depletion, Kinase-Glo luminescence; inhibition, % at 11.9 µM; 360,000 compounds, 0.4% hits;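 active means inhibition above a per-plate cutoff of the control wells' mean inhibition plus 3 SD, cut at about 5.5% in these data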;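 further: 0% = DMSO wells median and 100% = median of wells with control inhibitor compound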
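Assay system: T. brucei methionyl-tRNA synthetase, purified | Medium: HEPES buffer with MgCl2, KCl, DTT, spermine, BSA, pyrophosphatase | Compound: 11.9 µM single point | Incubation: 15 min enzyme-compound preincubation, 2 h reaction, 10 min detection, 25 °C | Measured by: Kinase-Glo luciferase luminescence reporting remaining unconsumed ATP | Measure: % inhibition normalized to control-well medians | Replication: Singlicate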
NadD block: inhibitors of S. aureus NadD, primary screen, biochemical, colorimetric, uHTS; 360,000 compounds, 0.78% hits; AID 602399, 2012; inhibition, % at 20 µM; Nicotinate-nucleotide adenylyltransferase NadD (Staphylococcus aureus N315); purified NadD enzyme, colorimetric absorbance read-out; in the data active means inhibition above about 26%; further: some compounds past the cut are filed as inactive
CSN deneddyl inh: inhibitors of CSN-mediated cullin deneddylation, primary screen, biochemical, fluorescence polarization, uHTS; COP9 signalosome complex subunit 5 (Homo sapiens), Q92905; Purified CSN, SCF-Nedd8-OG deneddylation; inhibition, % at 12.5 µM; 360,000 compounds, 0.38% hits;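 active means pattern-corrected inhibition above about 35%, with an unprinted fluorescence ratio check between 0.5 and 1.5, limit read from the data, passing the limit was not always enough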;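 further: 0% = enzyme with substrate and 100% = substrate without enzyme; some results filed as inactive read as strong as hits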
Target sequence (Q92905 whole entry, looked up, one chain of several): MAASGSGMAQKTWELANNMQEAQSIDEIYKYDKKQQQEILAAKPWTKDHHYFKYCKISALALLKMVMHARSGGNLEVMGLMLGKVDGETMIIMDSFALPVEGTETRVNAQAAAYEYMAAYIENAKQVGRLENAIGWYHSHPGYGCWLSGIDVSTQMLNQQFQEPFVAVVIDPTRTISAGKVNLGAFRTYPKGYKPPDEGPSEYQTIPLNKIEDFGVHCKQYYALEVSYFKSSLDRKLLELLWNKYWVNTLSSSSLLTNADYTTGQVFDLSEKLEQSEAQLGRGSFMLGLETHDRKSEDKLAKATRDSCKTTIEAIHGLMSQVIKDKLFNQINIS
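Detection – fluorescence polarization · System – HEK293T-derived human Csn5 enzyme · Controls – substrate-only high control, full reaction low control · Timing – 90 min, room temperature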
DNMT1 block: human DNMT1 methyltransferase inhibitors, primary screen, biochemical, molecular beacon, fluorescence, HinP1I cleavage, uHTS; inhibition (reported as % activation of signal), % at 10 µM; 360,000 compounds, 0.83% hits; in the data active means inhibition above about 50%
Rpn11 inh: Rpn11 (PSMD14) deubiquitinase inhibitors, primary screen, biochemical, fluorescence polarization, uHTS. 26S proteasome non-ATPase regulatory subunit 14 (Homo sapiens), O00487. human 26S proteasome, Ub4-pepOG fluorescence polarization; 20S core pre-blocked with epoxomicin. calls only at 20 µM. 360,000 compounds, 0.59% hits. AID 588493, 2011;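 active means inhibition at 20 µM, scaled to each plate's controls, above about 33%, limit read from the data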
STEP inh: STEP phosphatase inhibitors, primary screen, biochemical, fluorescence intensity, uHTS | Tyrosine-protein phosphatase non-receptor type 5 (Homo sapiens), P54829 | recombinant STEP, OMFP fluorogenic substrate | inhibition, % at 20 µM | 360,000 compounds, 0.25% hits;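 active means inhibition at 20 µM, scaled per plate between control wells, above about 37%, limit read from the data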;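 further: 0% = DMSO with enzyme and substrate and 100% = substrate only without enzyme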
Target sequence (P54829 whole entry, looked up): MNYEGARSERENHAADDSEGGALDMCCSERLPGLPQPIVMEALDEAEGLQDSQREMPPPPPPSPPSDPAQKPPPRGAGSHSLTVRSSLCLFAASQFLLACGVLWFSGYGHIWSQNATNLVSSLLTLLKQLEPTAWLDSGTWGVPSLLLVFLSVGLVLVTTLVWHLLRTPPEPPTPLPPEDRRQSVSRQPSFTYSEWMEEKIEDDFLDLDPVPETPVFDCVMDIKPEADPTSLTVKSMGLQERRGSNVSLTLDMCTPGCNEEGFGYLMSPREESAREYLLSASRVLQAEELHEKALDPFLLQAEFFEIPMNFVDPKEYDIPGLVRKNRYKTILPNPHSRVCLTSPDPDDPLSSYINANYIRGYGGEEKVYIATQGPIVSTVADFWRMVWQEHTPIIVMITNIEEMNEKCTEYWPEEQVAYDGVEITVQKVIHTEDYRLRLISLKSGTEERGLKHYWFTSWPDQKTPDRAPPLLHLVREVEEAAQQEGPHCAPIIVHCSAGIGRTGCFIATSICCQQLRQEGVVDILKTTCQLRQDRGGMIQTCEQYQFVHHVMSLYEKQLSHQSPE
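Measure: Control-normalized % inhibition with plate pattern correction | Test system: STEP phosphatase, cell-free reaction | Medium: pH 6.0 Bis-Tris with DTT and Tween 20 | Technique: Fluorescence, 480/540 nm | Times: Reaction 20 min, ambient temperature | Doses: Single compound dose of 20 µM, 1% DMSO final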
LMPTP inh: LMPTP phosphatase inhibitors, primary screen, biochemical, fluorescence intensity, uHTS; Low molecular weight phosphotyrosine protein phosphatase (Homo sapiens), P24666; recombinant LMPTP-A, OMFP fluorogenic substrate; inhibition, % at 20 µM; 360,000 compounds, 0.22% hits; AID 651560, 2012;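 active means compounds that cut the enzyme signal by at least half of the control window in the single-dose screen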;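 further: plate controls were DMSO wells with enzyme plus substrate for no effect and substrate without enzyme for full effect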
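Test system: LMPTP-A, protein tyrosine phosphatase of low molecular weight; Input: 0.625 nM enzyme; Incubation: 50 min dark incubation at room temperature; Signal: endpoint fluorescence intensity from OMFP dephosphorylation; Read-out basis: % inhibition versus control wells.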
Scp-1 inhibitor: Scp-1 phosphatase inhibitors, primary screen, biochemical, colorimetric, uHTS | Carboxy-terminal domain RNA polymerase II polypeptide A small phosphatase 1 (Homo … | inhibition, % at 20 µM | 340,000 compounds, 0.88% hits | Recombinant Scp1, phosphopeptide, malachite green phosphate absorbance | AID 493091, 2011;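 active means inhibition above about 50% at 20 µM, limit read from the data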;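 further: plate controls were DMSO wells with enzyme for no effect and wells lacking enzyme for full effect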
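System: truncated SCP-1 phosphatase (76-261aa); medium: Tris acetate buffer pH 5.5 with MgCl2 and Tween-20; incubation: 45 min room-temperature reaction, 5 min colour, 30 min stabiliser; compound: single 20 µM dose, 1% DMSO; reagent: Phosphorylated 17-residue peptide substrate; read-out: % inhibition at 20 µM; technique: colorimetric free-phosphate detection, absorbance 630 nm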
SUMO1-SIM PPI: modulators of SUMO1 protein-protein interactions, primary screen, biochemical, uHTS; inhibition, % at 20 µM; SUMO1 binding to a labelled peptide, TR-FRET, 1 h; 360,000 compounds, 0.33% hits; Small ubiquitin-related modifier 1 (Homo sapiens), P63165; in the data active means inhibition above about 37%
Target sequence (P63165 whole entry, looked up): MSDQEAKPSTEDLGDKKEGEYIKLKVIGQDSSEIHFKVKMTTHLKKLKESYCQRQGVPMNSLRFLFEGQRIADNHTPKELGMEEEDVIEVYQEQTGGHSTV
PABP1 MLLE inh: inhibitors of PABP1 MLLE–PAM2 peptide binding, primary screen, biochemical, fluorescence polarization, FITC-PAM2, GST-MLLE; Polyadenylate-binding protein 1 (Homo sapiens), P11940; inhibition, % at 20 µM; 360,000 compounds, 0.36% hits; in the data active means inhibition above about 35%, passing the limit was not always enough;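 further: plate controls were DMSO wells with GST-MLLE for no effect and wells lacking GST-MLLE protein for full effect; some results filed as inactive read as strong as hits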
Numbers without * were called inactive; i = inactive.

SMILES	Tb MetRS inh	NadD block	CSN deneddyl inh	DNMT1 block	Rpn11 inh	STEP inh	LMPTP inh	Scp-1 inhibitor	SUMO1-SIM PPI	PABP1 MLLE inh
Cc1ccc(N(CC(=O)NC(C)c2ccccc2)S(=O)(=O)c2c(C)n[nH]c2C)cc1 (stereo not given)	-0.6	-8.8	-0.1	-1.2	i	-5.3	-0.4	5.1	1.5	-10.2
COc1ccc(Cl)cc1NC(=O)CN1CCN(C(=O)N2CCOCC2)CC1	0.7	-5.3	-0.4	4.0	i	-0.4	-0.3	-2.4	3.3	-12.1
CN(CC(=O)Nc1c(Cl)cccc1Cl)C(=O)CCNS(=O)(=O)c1ccccc1C(F)(F)F	-0.4	-3.3	2.5	0.0	i	0.4	-0.2	8.3	1.8	-10.3
COCCCNC(=O)c1ccc2c(=O)n(CC3CCCO3)c(=S)[nH]c2c1 (stereo not given)	-1.2	-3.7	-1.2	0.4	i	-2.4	-1.5	-3.7	-0.2	-29.9
COc1ccc(OC)c(NC(=O)CSc2nc3scc(C)c3c(=O)[nH]2)c1	-0.2	0.2	5.5	-2.0	i	1.6	0.6	-7.1	4.0	7.3
COc1cc(/C=N/Nc2snc(SC)c2C#N)ccc1O	0.1	-1.5	-0.9	-6.4	i	-8.2	-1.2	-8.7	0.2	-0.3
O=C(Nc1ccc(-n2cnnn2)cc1)C1CCCN1C(=O)Nc1ccc(Br)cc1 (stereo not given)	-0.2	1.8	3.3	2.1	i	-2.6	0.4	1.8	5.3	11.2
COc1cc(CN(C(=S)NCC(=O)N2CCCC2)C2CCCC2)cc(OC)c1OC	-1.0	1.0	-3.5	0.6	i	0.7	-0.1	-2.3	1.6	-58.3
O=C(NC(Cc1ccccc1)C(=O)O)/C(=C\c1ccc([N+](=O)[O-])cc1)NC(=O)c1ccco1 (stereo not given)	-0.4	-0.3	0.9	2.3	i	2.0	-0.2	0.0	-29.1	-20.5
Cc1ccc(NC(=S)NNC(=O)c2ccc(N3CCOCC3)c([N+](=O)[O-])c2)cc1Cl	-0.1	12.6	-2.2	-17.3	i	1.9	1.8	-6.5	-14.3	17.8
COc1cccc(CC(=O)OCC(=O)NCCc2ccc(F)cc2)c1	-0.1	4.3	-5.5	-0.9	i	-1.9	-1.5	-4.9	1.5	-80.3
Cc1cc(C(=O)NCc2ccc3c(c2)OCO3)ccc1[N+](=O)[O-]	-0.8	-9.3	0.1	3.6	i	1.7	0.5	6.4	-16.6	-15.4
CC1CCCCC1NC(=O)COC(=O)CN1C(=O)c2ccccc2C1=O (stereo not given)	0.2	-1.9	-4.8	4.0	i	-1.1	-1.5	-3.6	-12.3	-1.3
O=C(NCc1cccnc1)c1ccc2c(=O)n(CCCN3CCCC3=O)c(=S)[nH]c2c1	-1.1	3.4	2.2	5.1	i	1.7	-0.2	21.8	2.7	-52.0
CCOCCCNC(=O)c1cc2c(-c3ccc(Cl)cc3)nn(C)c2s1	1.8	-11.2	-5.7	4.1	i	0.5	4.2	-12.2	-0.2	3.4
COc1cc(Cl)c(C)cc1NC(=O)CC1SC(N2CCOCC2)=NC1=O (stereo not given)	-0.1	-2.6	3.5	3.2	i	-2.1	-0.7	-7.3	3.3	1.1
CCOCCCNC(=O)CCC(=O)NNc1nc2ccccc2c2nc(-c3ccccc3)nn12	0.6	1.9	0.3	6.2	i	-2.3	0.4	-4.9	5.1	-8.7
O=C(N/N=C/c1cc(O)ccc1Br)c1cccnc1	-0.4	-3.4	3.8	-0.4	i	2.0	-1.0	3.0	0.6	-29.8
CC1(C(=O)OCC(=O)Nc2cc(S(=O)(=O)N3CCOCC3)ccc2Cl)CC1(Cl)Cl (stereo not given)	-0.2	-7.2	0.8	-5.2	i	1.7	0.4	-12.0	2.8	-20.8
CC1c2cc3c(cc2CCN1C(=O)c1cccc(F)c1)OCCCO3 (stereo not given)	-0.5	4.2	5.2	-3.8	i	-1.2	1.0	-7.4	13.7	-4.0
O=C(O)CCc1ccc(S(=O)(=O)Nc2cc(C(F)(F)F)ccc2N2CCCC2)cc1	0.2	4.7	16.2	52.8*	i	3.0	4.1	30.3	10.8	5.5
CCOC(=O)C1=C(C)N=c2s/c(=C\c3ccc(OC(C)=O)cc3)c(=O)n2C1/C=C/c1ccccc1 (stereo not given)	0.2	29.7	1.9	-7.5	i	2.3	0.7	-5.5	-2.3	29.9
CCN1CCN(C(=S)NC(CC(=O)c2ccccc2)c2ccccc2)CC1 (stereo not given)	-0.8	-9.7	-2.0	-0.9	i	2.1	-1.5	-14.4	-5.0	-136.0
CCNc1c(NS(=O)(=O)c2ccc(F)c(Cl)c2)c(=O)oc2ccccc12	0.2	-0.1	7.3	0.9	i	-1.6	-1.4	-7.2	-3.5	3.3
CC(Sc1ccc(Cl)cc1)C(=O)Nc1ccc2c(c1)OCO2 (stereo not given)	-0.2	-10.0	-0.7	-3.5	i	1.5	-0.5	-6.7	-4.6	-1.6
NC(=O)c1ccc(NC(=O)C2CC2)cc1	0.9	2.7	-3.1	5.5	i	-2.6	-1.0	-0.8	-0.1	9.6
COc1ccc(CNC(=O)CC(C)c2ccccc2)cc1 (stereo not given)	-0.2	-3.8	0.8	0.1	i	1.7	0.3	-4.7	-1.5	3.1
CC(=O)c1oc2ccccc2c1N	-0.5	2.5	-1.5	2.4	i	-4.9	-1.4	-8.0	-9.1	6.1
CCCC(C)NC(=O)c1ccc(OCc2ccc(Cl)cc2)c(OC)c1 (stereo not given)	-1.4	-2.9	-2.1	16.6	i	-8.3	-1.0	2.7	5.5	-24.6
COc1nc2ccc(C)cc2cc1-c1noc(-c2ccccc2)n1	-0.4	-11.2	5.5	-8.3	i	1.8	1.3	-11.2	25.6	-27.4
CCOC(=O)c1c(NC(=O)CSc2nnc(C)s2)sc2c1CCC(C)C2 (stereo not given)	-0.9	0.3	-0.3	-4.5	i	2.5	7.5	17.0	4.7	4.9
NS(=O)(=O)c1ccc(CCNC(=O)C(=O)NCC2OCCN2S(=O)(=O)c2cccs2)cc1 (stereo not given)	0.0	7.7	0.7	0.3	i	-4.9	3.6	-1.8	1.4	-7.9
O=C(CCc1c[nH]c2ccccc12)N/N=C/c1ccc2c(c1)OCO2	-0.7	-7.0	-2.9	0.1	i	-1.4	0.0	1.9	-1.8	0.2
CN1CCC(NC(=S)NC2CC2)CC1	-0.2	-1.7	-2.8	-1.1	i	-2.4	-0.2	0.1	-0.1	-6.2
CC(C)Cc1nnc(NC(=O)CCC(=O)N2CCN(c3ccc(F)cc3)CC2)s1	-0.4	-10.6	5.3	1.1	i	4.0	-1.2	-0.3	-2.0	-9.0
Oc1ccc(C23CCCC2C2(CCCC2)c2ccc(O)cc2O3)c(O)c1 (stereo not given)	-0.1	-7.9	1.6	-28.2	i	-0.6	2.4	-7.2	12.7	4.0
S=c1[nH]nc(-c2ccc(Cl)cc2)n1/N=C/C=C/c1ccco1	-0.4	5.8	47.3	41.3	i	1.5	4.0	2.3	10.3	-11.3
CC(=O)c1ccc(NC(=O)CSc2nc(N3CCOCC3)nc(N3CCOCC3)n2)cc1	-0.6	-5.7	-5.0	-0.3	i	2.0	-1.1	-2.4	-8.0	9.9
FC(F)(F)c1cc(Oc2ccccc2)nc(-c2ccccn2)n1	-0.4	0.7	2.9	4.8	i	-1.3	-0.5	-8.0	2.0	10.8
O=C(Cn1ncn2cccc2c1=O)N1CCCCC1	0.1	-8.1	1.5	0.6	i	1.3	0.1	-0.3	0.6	5.3
CSc1nc2[nH]c3c(c2c2ncnn12)CCCC3	-1.6	-1.0	-2.9	2.5	i	-2.8	-0.3	0.3	0.1	-5.4
Cc1ccc(C(C(=O)NCC2CCCO2)N(Cc2ccccc2F)C(=O)Cn2nnc(-c3cccs3)n2)cc1 (stereo not given)	0.3	-3.8	1.4	0.7	i	0.5	-0.5	-14.7	-5.1	9.4
O=C1C2C3C=CC(C3)C2C(=O)N1c1ccccc1 (stereo not given)	-0.3	-2.0	-2.6	0.4	i	1.3	0.2	-2.0	-1.3	-2.3
Cc1cc(C)c(-c2c(O)c3cccc4c3n(c2=O)CCC4)c(C)c1	-0.1	-2.3	-2.4	2.7	i	0.6	-0.7	-4.8	0.9	5.1
O=[N+]([O-])c1ccccc1NC(=S)N/N=C/c1ccc(O)c(O)c1	0.4	4.3	12.3	-2.3	i	0.7	6.8	-10.7	-14.9	18.9
Cc1cc(=O)n2nc(-c3ccc(C(F)(F)F)cc3)sc2n1	0.1	-7.2	-3.6	3.0	i	2.3	-0.9	-2.0	-4.8	-3.7
Cc1ccc(NC(=O)CN(C)C(=O)COc2cccc3ccc(C)nc23)cc1	0.0	-0.4	0.9	0.1	i	-1.4	0.4	-7.2	-1.3	-1.4

Laid out differently: entries from further up
| molecule | Tb MetRS inh | NadD block | CSN deneddyl inh | DNMT1 block | Rpn11 inh | STEP inh | LMPTP inh | Scp-1 inhibitor | SUMO1-SIM PPI | PABP1 MLLE inh |
| --- | --- | --- | --- | --- | --- | --- | --- | --- | --- | --- |
| CC(=O)c1ccc(NC(=O)CSc2nc(N3CCOCC3)nc(N3CCOCC3)n2)cc1 | -0.6 | -5.7 | -5.0 | -0.3 | i | 2.0 | -1.1 | -2.4 | -8.0 | 9.9 |
| Cc1cc(=O)n2nc(-c3ccc(C(F)(F)F)cc3)sc2n1 | 0.1 | -7.2 | -3.6 | 3.0 | i | 2.3 | -0.9 | -2.0 | -4.8 | -3.7 |

This is a random part of the collection; about 3.6% have a hit in one of these screens.
